Screens as filed in PubChem.
A-T KAP1 phos – qHTS Assay for Identifying a Potential Treatment of Ataxia-Telangiectasia. […] A-T fibroblasts, KAP-1 phosphorylation AlphaLISA; neocarzinostatin DNA damage 30 min before lysis. Potency, µM (doses to about 57.5 µM), without a hit: at the highest dose activation, most hits filed as activators. actives 0.19% (n = 320,000); further: potency means the concentration at half of the fitted maximal effect; % of control where 0% means no effect; nearly all actives have a fitted effect of over 45% in size
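ATM-like activity read as KAP-1 phosphorylation via AlphaLISA donor/acceptor antibody pairs after lysis and 6 hr at 25C. Cells were ATM-null patient fibroblasts ([…], hTERT), dosed 60 min, then exposed to the DSB inducer NCS for 30 min.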
PTAP TSG101 blk – qHTS Assay for Iinhibitors of HIV-1 Budding by Blocking the Interaction of PTAP/TSG101; Tumor susceptibility gene 101 protein (Homo sapiens), Q99816; Potency, µM (doses to about 115 µM), for inactives: at the highest dose activity change, negative = inhibition, hits mostly inhibitors; AID 493005, 2010; 340,000 tested, under 10 active; Fluorescence polarization, FITC-PTAP peptide / Tsg101 binding; active means well fitted inhibition curve with a large enough effect in the main read-out, with a control signal flat, not every such curve was filed as active; inconclusive means small, poorly fitted or top-dose-only effect, or effect the other way, or a change in a side signal; inactive means no such curve, though single readings can be large or run the other way; further: potency means the concentration at half of the fitted maximal effect; % of control where 0% means no effect
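Fluorescence polarization binding of Tsg101 binding domain (10 uM final) to FITC-labeled PTAP peptide (50 nM final) in HEPES pH 7.5 buffer with NaCl, Tween 20, EDTA, TCEP. Compounds added before peptide; binding 20 min at RT.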
Menin MLL FP TR – qHTS Assay for Inhibitors Targeting the Menin-MLL Interaction in MLL Related Leukemias: Competition With Texas Red Labeled MLL-derived Mutant Peptide | actives 0.23% (n = 270,000) | Menin + Texas Red MLL mutant peptide, fluorescence polarization | O00255 | Potency, µM (doses to about 61.6 µM), inactives show at the top dose FP activity change, negative = inhibition, most hits filed as inhibitors | AID 1768, 2009; active means well fitted inhibition curve with a large enough effect in the polarisation, with a control signal flat, not every such curve was filed as active; inconclusive means small, poorly fitted or top-dose-only effect, or effect the other way, or a change in a side signal; inactive means no such curve, though single readings can be large or run the other way; the % refers to the polarisation; further: potency means the concentration at half of the fitted maximal effect; % of control where 0% means no effect; many of its hits are not listed in these tables
TCR activator – Activators of T cell receptors: qHTS campaign; primary human leukocytes, anti-CD3, IL-2 HTRF, 48 h; Potency, µM (highest dose often 9.22 µM), for the others: at the highest dose activation of IL-2 secretion, most hits filed as activators; 330,000 tested, under 10 active; AID 504894, 2011; further: % of control where 0% means no effect
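48 hr co-incubation of compounds, a-CD3 beads and primary human leukocytes; IL-2 quantified homogeneously by HTRF with anti-IL-2 K and d2 conjugates.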
Integrin act MD – qHTS for Activators of Integrin-Mediated Alleviation for Muscular Dystrophy | alpha7betagal myoblasts, beta-gal FDG fluorescence, 48 h | Potency, µM (series often up to 38.3 µM), inactives show at the highest dose activation, actives largely listed as activators | actives 0.064% (n = 350,000) | AID 624291, 2012;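 further: potency means the concentration at half of the fitted maximal effect; 100% = response of the positive control SU9516; nearly all actives have a fitted effect of over 60% in size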
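Alpha7betagal+/- myoblasts (passage 13) were plated 16-24 hr, then exposed to compounds (1:260 dilution of DMSO stock) for 48 hours at 37C. After MPER lysis, β-galactosidase reporter activity was read as FDG fluorescence (ex 480/em 540) after 30 minutes.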
MBNL1 CUG block – qHTS Assay for Inhibitors of MBNL1-poly(CUG) RNA binding; Muscleblind-like protein 1 (Homo sapiens), Q9NR56; TR-FRET MBNL1-His/biotin-(CUG)12 binding, 665/545 ratio; Potency, µM (titrated, usually from 57.5 µM), for the others: top-dose activity change, negative = inhibition, most hits filed as inhibitors; actives 0.036% (n = 280,000); AID 2675, 2010; active means well fitted inhibition curve with a large enough effect in the signal ratio, with a control signal flat, not every such curve was filed as active; inconclusive means small, poorly fitted or top-dose-only effect, or effect the other way, or a change in a side signal; inactive means no such curve, though single readings can be large or run the other way; the % refers to the signal ratio; further: potency means the concentration at half of the fitted maximal effect; on the % scale 0 is the no-effect control and ±100 the full control effect
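Compound titration spanned 92 nM–58 uM against the MBNL1-His/biotin-(CUG)12 complex. After 60 min at room temperature with 5 nM streptavidin-XL665 and 0.055 ng/ul terbium anti-His, ratiometric 665/545 nm emission (Ex 340 nm) normalized to controls.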
MLL CXXC-DNA inh – qHTS Fluorescence Polarization Assay for Inhibitors of MLL CXXC domain - DNA interaction | actives 0.037% (n = 290,000) | Histone-lysine N-methyltransferase 2A (Homo sapiens), Q03164 | Potency, µM (top dose mostly 115 µM), without a hit: at the highest dose activity change, negative = inhibition, usual class: inhibitors | AID 2662, 2010 | MLL-CXXC / FITC-HOXA9 DNA fluorescence polarization; active means well fitted inhibition curve with a large enough effect in the polarisation, with a control signal flat, not every such curve was filed as active; inconclusive means small, poorly fitted or top-dose-only effect, or effect the other way, or a change in a side signal; inactive means no such curve, though single readings can be large or run the other way; the % refers to the polarisation; further: potency means the concentration at half of the fitted maximal effect
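Steps: dispense CXXC domain solution (7 uM) → pin compounds or unlabeled HOX-A9 DNA control → 5 min ambient → add FLSN-HOX-A9 solution (50 nM) → spin → 30 min ambient → fluorescence polarization. Tris pH 7.5/NaCl/DTT/BSA buffer.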
Mito fusion yeast – qHTS Assay for Small Molecule Inhibitors of Mitochondrial Division or Activators of Mitochondrial Fusion; S. cerevisiae fusion-defective mutant growth rescue, CellTiterGlo 48 h; Potency, µM (titrated, usually from 46.1 µM), without a hit: top-dose growth rescue (activation), usual class: activators; actives 0.23% (n = 320,000);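 further: potency means the concentration at half of the fitted maximal effect; % of control where 0% means no effect; nearly all actives have a fitted effect of over 45% in size; temperature-sensitive fusion mutants such as fzo1-1 at 37 °C on non-fermentable ethanol glycerol medium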
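S. cerevisiae fusion-defective temperature-sensitive mutants (e.g. fzo1-1, mgm1-5) grown 48 h at 37C in YPEG (ethanol/glycerol non-fermentable) medium with 23 nl compound per well; growth rescue read as CellTiterGlo luminescence.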
TSHR antagonist – Antagonists of the Thyroid Stimulating Hormone Receptor: HTS campaign. actives 0.2% (n = 330,000). Thyrotropin receptor (Homo sapiens), P16473. activity change, negative = inhibition, % at 11.5 µM. TSHR-expressing cells, TSH-stimulated cAMP HTRF, 2 h; stronger effect = lower value;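 active means activity change below a set negative limit, meaning inhibition stronger than a set level, cut at about -70% in these data; inconclusive means activity change between two set negative limits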; further: on the % scale 0 is the no-effect control and ±100 the full control effect
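TSHR-expressing cells were treated with compounds, then stimulated with TSH at EC80 (4nM final) for 2 hours at 37 deg C. Cellular cAMP was measured by HTRF competition between lysate cAMP and cAMP-d2 for a cryptate-labelled anti-cAMP antibody.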
ASM inhibitor – Inhibitors of Secretory Acid Sphingomyelinase (S-ASM): qHTS | Sphingomyelin phosphodiesterase (Homo sapiens), P17405 | placental ASM, HMU-PC fluorogenic substrate, 60 min | Potency, µM (doses to about 57.5 µM), for the others: at the top dose activity change, negative = inhibition, hits mostly inhibitors | actives 0.006% (n = 340,000) | AID 504937, 2011; further: potency means the concentration at half of the fitted maximal effect
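Human placenta-derived ASM enzyme was preincubated with compound for 10 minutes at room temperature, then given fluorogenic substrate HMU-PC0 (9 uM final) for 60 minutes at 37 °C; a pH 10 stop preceded fluorescence reading at Ex 386/Em 447 nm.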
An asterisk follows results filed as active; i = inactive; ? = inconclusive; . = no result given; [ ] = dose if it differs, or a comment. Unless noted, the call rests on the fitted dose curve; in most records, active means well fitted curve in the direction sought with a large enough effect; inconclusive means small, poorly fitted or top-dose-only effect, or another doubt; inactive means no such curve, though single readings can be large; an effect the other way counts as inactive or inconclusive. Not all compounds are listed. The share of hits here may be higher or lower than overall.

SMILES | A-T KAP1 phos | PTAP TSG101 blk | Menin MLL FP TR | TCR activator | Integrin act MD | MBNL1 CUG block | MLL CXXC-DNA inh | Mito fusion yeast | TSHR antagonist | ASM inhibitor
O=C(COC(=O)c1cccnc1Nc1ccccc1F)NCc1ccc2c(c1)OCO2 | -23% | -2% | -1% | -3% | 10% | 27% | -2% | -1% | 15 | 15%
COc1ccccc1/C=C/C(=O)Nc1cccc(C(C)=O)c1 | 2% | 0% | ? | 1% | ? | ? | 7% | -2% | -13 | -2%
COc1ccccc1NC(=O)COC(=O)c1ccccn1 | 10% | -1% | 1% | -8% | 12% | -3% | 12% | 3% | 10 | 3%
O=C(NC(=S)Nc1ccc(CN2CCCCC2)cc1)c1cc2ccccc2o1 | -4% | 2% | . | -4% | 12% | -2% | 3% | 0% | -1 | -3%
Cc1cccc(C(=O)NNC(=O)c2csc(N3CCOCC3)n2)c1C | -20% | -3% | . | -5% | -12% | . | . | 0% | -8 | 3%
COC(=O)N1CC(C)N(C(=O)OC)CC1C (stereo not drawn) | 8% | 0% | 8% | 1% | -10% | 3% | 7% | -2% | -2 | -1%
CC(C)(C)C(=O)N1CCCC1C(=O)O (stereo not drawn) | 1% | -3% | -11% | 4% | 2% | -6% | 9% | -11% | 7 | 2%
COC(=O)c1cnn(-c2nc3c(C)cccc3s2)c1C | 2% | 1% | 4% | -1% | 18% | 5% | 16% | 0% | -6 | 6%
CCCN1C(=O)C(O)(c2c(C)[nH]c3ccccc23)c2ccccc21 (stereo not drawn) | -2% | -2% | . | 3% | -28% | -10% | -10% | -2% | -9 | 0%
O=S(=O)(Nc1ccc(Cl)cn1)c1cccs1 | -11% | -2% | 6% | -3% | 2% | -3% | 4% | 2% | -4 | -4%
O=C(NCC1COc2ccccc2O1)C1CCCN(S(=O)(=O)c2cccc3nsnc23)C1 (stereo not drawn) | 4% | -2% | ? | 2% | -19% | ? | 3% | 5% | -6 | -7%
COc1ccc(CCNC(=O)c2cnc3ccccc3n2)cc1 | -6% | -1% | 18% | 2% | -30% | ? | 12% | 10% | 21 | -5%
CN1CC(=O)Nc2ccccc2C1=O | 5% | -2% | -3% | -1% | 14% | -19% | 50% | -1% | -5 | 6%
COc1ccc(OC)c(NS(=O)(=O)c2ccc(SC)cc2)c1 | 4% | 0% | 7% | 2%[46.1 µM] | -10% | ? | 2% | -19% | -19 | -1%
CCC(C)(C)NC(=O)CCn1c(-c2ccccc2)cc(C(C)=O)c1C | -4% | -8% | -25% | -5% | 21% | -8% | -2% | -12% | -10 | -2%
O=C(N/N=C/c1cc(Cl)cc([N+](=O)[O-])c1O)c1ccccc1NS(=O)(=O)c1cccs1 | 1% | -4% | . | 1% | 4% | -8% | -13% | 1% | -37 | -11%
O=C(C1CCN(S(=O)(=O)c2cnc[nH]2)CC1)N1CCN(c2ccc([N+](=O)[O-])cc2)CC1 | -8% | -2% | 19% | 7% | -25% | ? | 9% | 0% | 6 | -7%
COc1ccc(CNN2CCCCC2C(=O)Nc2ccc(OC)c(OCC(C)C)c2)cc1OC (stereo not drawn) | -6% | -5% | . | -4% | ? | -5% | -20% | 3% | -4 | 2%
CCc1ccc(OCCSc2nc3ccccc3n2CCC(=O)O)cc1 | -3% | -6% | 17% | -7% | 1% | -6% | -10% | 4% | -7 | 1%
Cc1ccc(C)c(S(=O)(=O)N2CCN(C(=O)[C@H](C)N3C(=O)C4CC=CCC4C3=O)CC2)c1 (stereo partly drawn) | -7% | 1% | . | -2% | -12% | . | . | 1% | -9 | -1%
Cc1ccccc1-n1c(=O)[nH]c(=O)c2c(N)c(C(=O)c3ccc(Cl)cc3)sc21 | 8% | -4% | 2% | -8%[46.1 µM] | -14% | -4% | 9% | 0% | -6 | .
CCN(CC)C(=O)[C@H]1C[C@H](CC(=O)NC(C)(C)C)C(=O)N2CCc3c([nH]c4cc(-c5ccco5)ccc34)[C@]12C | -5% | 5% | . | -2%[46.1 µM] | 11% | . | . | . | 17 | -11%
COC(=O)c1ccccc1NS(=O)(=O)c1c(C)noc1C | 2% | -2% | . | -54% | -3% | 0% | -10% | 2% | -14 | -2%
CC(=O)Nc1ccc(S(=O)(=O)C(C#N)c2nc3ccccc3nc2NCCN2CCOCC2)cc1 (stereo not drawn) | -5% | 0% | 0% | 0% | 0% | 15% | 8% | -1% | 18 | i
COc1ccc(C(=O)/C=C/N(C)C)cc1 | 12% | -2% | 9% | 2% | 11% | -24% | -4% | 5% | 31 | 0%
C/C(=C1\SC(N2CCOCC2)=NC1=O)c1ccccc1 | -3% | 0% | -18% | -4% | -17%[7.66 µM] | 14% | -10% | -3% | -14 | 0%
COc1ccccc1CC(=O)Nc1ccc([N+](=O)[O-])cc1OC | 4% | -1% | -12% | -1%[46.1 µM] | 11% | ? | 13% | 21% | 4 | -2%
COc1ccc(NC(=O)CN2C(=O)CC(C)S(=O)(=O)c3ccccc32)cc1 (stereo not drawn) | 1% | -1% | 2% | -6% | 14% | -7% | 7% | 1% | 7 | -1%
Cc1cc(O)ccc1Nc1nc(-c2sc(N)nc2C)cs1 | 6% | -1% | ? | -26% | -4%[7.66 µM] | 18% | 5% | 10% | 20 | -3%
CCOc1ccc(NC(=S)N2CCN(S(=O)(=O)c3ccc(C)cc3)CC2)cc1 | -3% | 0% | 36%[activator] | -2% | 7% | -5% | 7% | -10% | 3 | -4%

Only TSHR antagonist, Integrin act MD and Menin MLL FP TR, for some of the entries so far:
SMILES	TSHR antagonist	Integrin act MD	Menin MLL FP TR
COc1ccc(CNN2CCCCC2C(=O)Nc2ccc(OC)c(OCC(C)C)c2)cc1OC (stereo not drawn)	-4	?	.
COC(=O)N1CC(C)N(C(=O)OC)CC1C (stereo not drawn)	-2	-10%	8%
CC(C)(C)C(=O)N1CCCC1C(=O)O (stereo not drawn)	7	2%	-11%
COc1ccc(OC)c(NS(=O)(=O)c2ccc(SC)cc2)c1	-19	-10%	7%

Full records, looked up by structure. Order of screens: A-T KAP1 phos | PTAP TSG101 blk | Menin MLL FP TR | TCR activator | Integrin act MD | MBNL1 CUG block | MLL CXXC-DNA inh | Mito fusion yeast | TSHR antagonist | ASM inhibitor
`CC(=O)Nc1ccc(S(=O)(=O)C(C#N)c2nc3ccccc3nc2NCCN2CCOCC2)cc1` (stereo not drawn) is entered as -5% | 0% | 0% | 0% | 0% | 15% | 8% | -1% | 18 | i
`C/C(=C1\SC(N2CCOCC2)=NC1=O)c1ccccc1` is entered as -3% | 0% | -18% | -4% | -17%[7.66 µM] | 14% | -10% | -3% | -14 | 0%

Additional structures follow:
SMILES | A-T KAP1 phos | PTAP TSG101 blk | Menin MLL FP TR | TCR activator | Integrin act MD | MBNL1 CUG block | MLL CXXC-DNA inh | Mito fusion yeast | TSHR antagonist | ASM inhibitor
O=C(NCc1cccs1)C1CCC(CNS(=O)(=O)c2cccc3nsnc23)CC1 (stereo not drawn) | 5% | 1% | ? | -3% | 3% | ? | 9% | -2% | -7 | -1%
COc1ccc(NC(=O)c2cccc(Cn3cc(Br)c([N+](=O)[O-])n3)c2)c(C)c1 | -2% | 1% | 21% | 3% | 21% | 8% | 2% | -2% | -8 | -6%
CC(C)N=C(NC#N)SCc1ccccc1 | 5% | -17% | -5% | -2% | -9% | -9% | -3% | 5% | 36 | 1%
Nc1nnc(SCC(=O)NC23CC4CC(CC(C4)C2)C3)s1 | . | -5% | 4% | 0% | -10% | -3% | 3% | 0% | -7 | 2%
COc1cc(C(=O)N2CCN(CCCc3ccccc3)CC2)cc(OC)c1OC | . | 1% | . | -1% | -13% | . | . | . | . | 6%
